Compound activity as filed in PubChem BioAssay.
Apoferritin bind = candidate novel general anesthetic via apoferritin binding | apoferritin/1-aminoanthracene competitive binding, fluorescence | 350,000 compounds, 0.074% hits | Potency, µM (top dose mostly 77.5 µM), for the others: at the top dose activity change, negative = displacement, most hits filed as inhibitors | AID 485281 | P02791; further: potency means the concentration at half of the fitted maximal effect; on the % scale 0 is the no-effect control and ±100 the full control effect; nearly all actives have a fitted effect of over 20% in size
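Apoferritin-based anesthetic binding model; compound displacement of fluorescent 1-AMA measured as endpoint fluorescence after 10 minutes at room temperature, scaled to free-ligand and complex controls.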
LDHA block = LDHA (human) enzyme inhibition; P00338; purified LDHA, NADH/diaphorase-resazurin fluorescence; hits give low values; activity change, % (values are at about 110 or 230 µM); 480,000 compounds, 0.15% hits; AID 1347041; in the data active means activity change below about -30%; inconclusive means mostly about -25% to -30%;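 further: plate controls were DMSO wells for no effect and wells without enzyme for full effect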
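Enzyme activity of human lactate dehydrogenase 5 (2 nM; 0.06 mM NADH, 0.2 mM pyruvate, 5 min, RT) is measured via a resazurin/diaphorase fluorescence readout of residual NADH.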
Glioma ERSR ind = induces the endoplasmic reticulum stress response in human glioma cells. U87-MG GRP78 promoter luciferase reporter, 16 h. Potency, µM, for inactives: at the highest dose activation, usual class: activators. 420,000 compounds, 0.02% hits. AID 602332; further: potency means the concentration at half of the fitted maximal effect; series mostly up to about 76 µM; % of control where 0% means no effect; nearly all actives have a fitted effect of over 35% in size
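Stably transfected U87-MG human glioma cells carrying a GRP78-based luminescent sensor were seeded at 1000 cells/well, pin-dosed with compounds and incubated 16 h. Luciferase reagent was then added, and end-point luminescence was read after 10 min at room temperature.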
Pol iota inh = DNA polymerase iota (human) inhibition; 390,000 compounds, 1% hits; AID 588590; Q9UNA4; Pol iota fluorescent replication assay, 10 min; Potency, µM (titrated, usually from 115 µM), for the others: at the highest dose activity, negative = inhibition, most hits filed as inhibitors; further: potency means the concentration at half of the fitted maximal effect
Target sequence (Q9UNA4 whole entry, looked up): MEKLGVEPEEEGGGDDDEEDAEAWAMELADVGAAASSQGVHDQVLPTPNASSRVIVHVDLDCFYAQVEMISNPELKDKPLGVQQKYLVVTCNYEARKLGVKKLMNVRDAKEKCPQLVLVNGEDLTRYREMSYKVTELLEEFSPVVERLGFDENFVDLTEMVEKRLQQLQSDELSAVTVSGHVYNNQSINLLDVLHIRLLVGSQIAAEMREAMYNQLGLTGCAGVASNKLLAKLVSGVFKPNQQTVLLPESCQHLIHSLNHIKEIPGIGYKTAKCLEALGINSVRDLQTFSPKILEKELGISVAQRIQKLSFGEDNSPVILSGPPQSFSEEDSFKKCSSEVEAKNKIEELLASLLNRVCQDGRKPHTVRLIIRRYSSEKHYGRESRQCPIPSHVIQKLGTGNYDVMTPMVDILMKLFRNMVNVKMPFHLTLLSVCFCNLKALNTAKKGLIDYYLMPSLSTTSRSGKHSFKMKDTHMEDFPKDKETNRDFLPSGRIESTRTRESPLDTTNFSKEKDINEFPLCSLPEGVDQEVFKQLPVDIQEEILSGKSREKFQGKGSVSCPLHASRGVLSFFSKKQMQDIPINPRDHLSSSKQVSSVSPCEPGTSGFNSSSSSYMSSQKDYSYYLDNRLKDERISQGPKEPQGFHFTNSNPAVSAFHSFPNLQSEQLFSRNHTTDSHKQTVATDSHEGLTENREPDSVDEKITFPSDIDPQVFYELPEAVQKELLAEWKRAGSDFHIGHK
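Pol iota at 10 nM preincubated 15 min with compounds at room temperature; reaction started with fluorescent substrate, 50 nM final. Fluorescence read kinetically at 0 and 10 min; buffer-only wells as negative control.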
POLK inh = blocks human DNA polymerase kappa activity; Q9UBT6; purified Pol kappa, fluorescent DNA synthesis assay, 10 min; Potency, µM (top dose mostly 107 µM), inactives show at the highest dose activity, negative = inhibition, hits mostly inhibitors; 400,000 compounds, 0.53% hits; AID 588579; further: potency means the concentration at half of the fitted maximal effect; on the % scale 0 is the no-effect control and ±100 the full control effect
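First, compounds were pin-transferred onto 10 nM Pol kappa. After 15 min at room temperature, substrate was added to 50 nM final. Fluorescence was then measured kinetically at 0 and 10 min.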
POLH inh = DNA polymerase eta (human) inhibition | Q9Y253 | recombinant Pol eta, fluorescent DNA replication assay | Potency, µM (series often up to 114 µM), for the others: at the top dose activity change, negative = inhibition, hits mostly inhibitors | 390,000 compounds, 1.2% hits | AID 588591; further: potency means the concentration at half of the fitted maximal effect; on the % scale 0 is the no-effect control and ±100 the full control effect
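Pol eta (10 nM) was preincubated with compounds for 15 min at room temperature, after which fluorescent replication substrate (50 nM final) was added to start the reaction. Fluorescence was read kinetically at 0 and 10 min.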
Pol beta inh = blocks human DNA polymerase beta activity; P06746; Potency, µM (doses to about 114 µM), for inactives: at the highest dose activity change, negative = inhibition, most hits filed as inhibitors; 340,000 compounds, 1.3% hits; Pol beta primer extension/strand displacement, fluorescence kinetic; AID 485314; further: potency means the concentration at half of the fitted maximal effect; on the % scale 0 is the no-effect control and ±100 the full control effect
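Pol beta (10 nM) was preincubated with compound for 15 min at room temperature. The reaction was then started with 50 nM substrate and read immediately and after a further 10 min at room temperature.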
BLM inh = inhibitors of human Bloom syndrome helicase BLM; P54132; recombinant BLM DNA unwinding, fluorescence dequenching; Potency, µM (series often up to 56.1 µM), without a hit: top-dose activity change, negative = inhibition, hits mostly inhibitors; 350,000 compounds, 0.2% hits;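 further: potency means the concentration at half of the fitted maximal effect; plate controls were vehicle for no effect and no enzyme for full effect; nearly all actives have a fitted effect of over 35% in size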
APEX1 inh = inhibitors of human APE1 endonuclease. 350,000 compounds, 0.35% hits. recombinant APE1, TAMRA/BHQ-2 abasic DNA cleavage fluorescence. Potency, µM (titrated, usually from 65.8 µM), for inactives: top-dose activity change, negative = inhibition, hits mostly inhibitors. P27695;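 further: potency means the concentration at half of the fitted maximal effect; plate controls were vehicle for no effect and reference inhibitor for full effect; nearly all actives have a fitted effect of over 55% in size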
Target sequence (P27695 whole entry, looked up): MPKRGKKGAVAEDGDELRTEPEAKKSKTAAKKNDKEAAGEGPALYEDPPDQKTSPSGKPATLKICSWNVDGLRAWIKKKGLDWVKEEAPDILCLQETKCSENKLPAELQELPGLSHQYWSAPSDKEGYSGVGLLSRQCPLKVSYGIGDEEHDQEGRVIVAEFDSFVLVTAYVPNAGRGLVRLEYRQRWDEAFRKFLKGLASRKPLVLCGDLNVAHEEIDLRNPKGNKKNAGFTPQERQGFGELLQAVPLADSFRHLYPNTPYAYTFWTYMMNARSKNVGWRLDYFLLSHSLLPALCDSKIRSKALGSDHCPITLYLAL
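APE1 at 0.75 nM preincubated 15 min at room temperature with compound. Reaction then started with 50 nM double-stranded THF-abasic substrate labelled with TAMRA/BHQ-2, and 525/598 nm fluorescence read kinetically. Activity taken as third-minus-first read difference, normalized to DMSO and NSC13755 controls.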
Active calls of the source: *; & = joins results of further samples; [ ] = dose if it differs, or a comment. Unless noted, the call rests on the fitted dose curve; in most records, active means well fitted curve in the direction sought with a large enough effect; inconclusive means small, poorly fitted or top-dose-only effect, or another doubt; inactive means no such curve, though single readings can be large; an effect the other way counts as inactive or inconclusive. These rows are one share of the data. The share of hits here may be higher or lower than overall.

For Cc1cccc(NC(=O)CCCNC(=O)c2ccc(Cl)cc2)n1 the results were Apoferritin bind -1%, LDHA block -5, Glioma ERSR ind -2%, Pol iota inh 7%, POLK inh -15%, POLH inh -13%, Pol beta inh 39%, BLM inh -7% and APEX1 inh 17%.
`O=C(CSCc1ccc(Cl)cc1Cl)Nc1nccs1` gave Apoferritin bind -10%, LDHA block -1, Glioma ERSR ind 2%, Pol iota inh 35%[activator], POLK inh -2%, POLH inh -19%, Pol beta inh 3%, BLM inh -1% and APEX1 inh -9%.
`O=C(Nc1ccc(OC(F)(F)F)cc1)c1cccc(-n2cnnn2)c1` gave LDHA block -1, Glioma ERSR ind -8%, Pol iota inh -13%, POLK inh -2%, POLH inh -16% and APEX1 inh 42%[activator].
`O=C(CN1C(=O)NC2(CCCC2)C1=O)OCc1ccc(Cl)cc1Cl` gave LDHA block -1, Glioma ERSR ind -4%, Pol iota inh 30%, POLK inh 1%, POLH inh -16% and APEX1 inh 24%.
For Cc1ccc(/C=C/C(=O)N2CCN(S(=O)(=O)/C=C/c3ccccc3)CC2)o1 the results were Apoferritin bind -20%, LDHA block -1, Glioma ERSR ind 1%, Pol iota inh 20%, POLK inh -5%, POLH inh -18%, Pol beta inh -3%, BLM inh -11% and APEX1 inh 1%.
Screening O=[N+]([O-])c1ccc2c(c1)nc1n2CCCCC1 returned Apoferritin bind -7%, LDHA block -7, Glioma ERSR ind -1%, Pol iota inh 65%[activator], POLK inh -3%, POLH inh -18%, Pol beta inh 39%, BLM inh 2% and APEX1 inh 0%.
For CC1(C)C[C@H](O)[C@@]23C[C@@H](OC2=O)[C@]2(C)C(=CCC4[C@@]5(C)CC[C@H](O)C(C)(C)C5CC[C@]42C)[C@@H]3C1 (stereo partly specified) the results were LDHA block -7, Glioma ERSR ind 0%, Pol iota inh -6%, POLK inh -3% and POLH inh 0%.
For O=C(c1ccc(NS(=O)(=O)c2cccs2)cc1)N1CCN(c2ccccc2Cl)CC1 the results were Apoferritin bind inconclusive, LDHA block -4, Glioma ERSR ind -2%, Pol iota inh 45%[activator], POLK inh 13%, POLH inh -16%, Pol beta inh 27%, BLM inh -11% and APEX1 inh -5%.
For O=C(Nc1ccc(Cl)cc1)c1csc(Cc2ccccc2)n1 the results were Apoferritin bind -21%, LDHA block -9, Glioma ERSR ind -5%, Pol iota inh 34%[activator], POLK inh 0%, POLH inh -18%, Pol beta inh -24%, BLM inh -10% and APEX1 inh -8%.
For CCCc1cc(=O)oc2c(CN3CCN(C)CC3)c(O)ccc12 the results were Apoferritin bind 366%[activator], LDHA block 1, Glioma ERSR ind 3%, Pol iota inh 25%, POLK inh -1%, POLH inh -13%, Pol beta inh inconclusive, BLM inh 0% and APEX1 inh 8%.

Quoted at random: three records from the list
`O=C(CSCc1ccc(Cl)cc1Cl)Nc1nccs1` gave Apoferritin bind -10%, LDHA block -1, Glioma ERSR ind 2%, Pol iota inh 35%[activator], POLK inh -2%, POLH inh -19%, Pol beta inh 3%, BLM inh -1% and APEX1 inh -9%.
For CC1(C)C[C@H](O)[C@@]23C[C@@H](OC2=O)[C@]2(C)C(=CCC4[C@@]5(C)CC[C@H](O)C(C)(C)C5CC[C@]42C)[C@@H]3C1 (stereo partly specified) the results were LDHA block -7, Glioma ERSR ind 0%, Pol iota inh -6%, POLK inh -3% and POLH inh 0%.
For CCCc1cc(=O)oc2c(CN3CCN(C)CC3)c(O)ccc12 the results were Apoferritin bind 366%[activator], LDHA block 1, Glioma ERSR ind 3%, Pol iota inh 25%, POLK inh -1%, POLH inh -13%, Pol beta inh inconclusive, BLM inh 0% and APEX1 inh 8%.

The list goes on.
CCOc1cc(/C=N/NC(=O)c2ccncc2)cc(Cl)c1OS(C)(=O)=O was read as Apoferritin bind -6%, LDHA block 0, Glioma ERSR ind -2%, Pol iota inh 31%[activator], POLK inh -2%, POLH inh -10%, Pol beta inh 48%, BLM inh -9% and APEX1 inh inconclusive.
`Cc1ccc(NC(=O)c2ccoc2C)cc1C` gave Apoferritin bind inconclusive, LDHA block -3, Glioma ERSR ind 2%, Pol iota inh -6%, POLK inh -19%, POLH inh inconclusive, Pol beta inh inconclusive, BLM inh -3% and APEX1 inh 0%.
Cc1[nH]n(C(N)=S)c(=O)c1N=Nc1ccc(Br)cc1 was read as Apoferritin bind -5%, LDHA block -10, Glioma ERSR ind 0%, Pol iota inh inconclusive, POLK inh 2%, POLH inh 7%, Pol beta inh 8%, BLM inh -7% and APEX1 inh 15%.
CCOc1cccc2c1Oc1nc(-c3ccccc3)nc(SCC(=O)Nc3ccc(F)cc3)c1C2 was read as Apoferritin bind -6%, LDHA block -13, Glioma ERSR ind -3%, Pol iota inh 30%[activator], POLK inh -10%, POLH inh -7%, Pol beta inh 13% and BLM inh -6%.
Screening O=C(CCC(=O)c1cccs1)NCc1ccncc1 returned Apoferritin bind -4%, LDHA block -1, Glioma ERSR ind -2%, Pol iota inh 62%[activator], POLK inh 3%, POLH inh -17%, Pol beta inh -1%, BLM inh -5% and APEX1 inh -3%.
For CCOC(=O)c1c(NC(=O)c2ccccc2OCC)sc2c1CCC(CC)C2 (stereo unspecified) the results were Apoferritin bind 38%[activator], LDHA block -1, Glioma ERSR ind -1%, Pol iota inh 6%, POLK inh 8%, POLH inh -22%, Pol beta inh 4% and BLM inh -9%.
For CSCc1nc2scc(-c3ccccc3)c2c(=O)[nH]1 the results were Apoferritin bind -3%, LDHA block -1, Glioma ERSR ind 0%, Pol iota inh 21%, POLK inh 1%, POLH inh -11%, Pol beta inh 1%, BLM inh -1% and APEX1 inh 6%.
COc1cc([N+](=O)[O-])cc(/C=N/NC(=O)c2cncc(Br)c2)c1O was read as Apoferritin bind -1%, LDHA block 2, Glioma ERSR ind -5%, Pol iota inh 28%, POLK inh -1%, POLH inh -6%, Pol beta inh -4%, BLM inh -11% and APEX1 inh 6%.
O=C(COC(=O)/C=C/c1cc(Br)ccc1F)Nc1ccc2[nH]c(=O)[nH]c2c1 was read as LDHA block -4, Glioma ERSR ind -4%, Pol iota inh inconclusive, POLK inh -3%, POLH inh -21% and APEX1 inh -4%.
`COc1cccc(CNC(=O)CN2C(=O)N(c3cc(C)ccc3C)S(=O)(=O)c3ccccc32)c1OC` gave Apoferritin bind 5%, LDHA block 1, Glioma ERSR ind -4%, Pol iota inh 14%, POLK inh -5%[60.1 µM], POLH inh -21%, Pol beta inh -11% and BLM inh -6%.
`CCOC(=O)c1cn(Cc2c(C)c(C)c(C)c(C)c2C)nn1` gave Apoferritin bind -11%, LDHA block -8, Glioma ERSR ind -4%, Pol iota inh 7%, POLK inh -5%, POLH inh 2%, Pol beta inh 28%, BLM inh 1% and APEX1 inh 0%.
COc1ccc(C2CC(=O)c3cc(-c4nc(-c5cccc(Cl)c5)cs4)c(=O)[nH]c3C2)cc1 (stereo unspecified) was read as Apoferritin bind 2%, LDHA block -10, Glioma ERSR ind -2%, Pol iota inh 15%, POLK inh -5%, POLH inh -20%, Pol beta inh -9% and BLM inh -8%.
`COCCN1CCc2nc(SCC(=O)Nc3ccc(C)c(Cl)c3)[nH]c(=O)c2C1` gave Apoferritin bind -6%, LDHA block -7, Glioma ERSR ind 0%, Pol iota inh 4%, POLK inh -2%, POLH inh -21%, Pol beta inh -26% and BLM inh -7%.
For NCCNC(=O)c1c(O)c2cccc3c2n(c1=O)CCC3 the results were Apoferritin bind -16%, LDHA block 10, Glioma ERSR ind -2%, Pol iota inh 124%[activator], POLK inh -11%, POLH inh -4%, Pol beta inh 58%, BLM inh -6% and APEX1 inh -13%.
Screening CCN1CCN(C(=O)c2cc3nc(-c4ccccc4)cc(C(F)(F)F)n3n2)CC1 returned Apoferritin bind -5%, LDHA block -5, Glioma ERSR ind -2%, Pol iota inh 3%, POLK inh -7%, POLH inh -2%, Pol beta inh 21%, BLM inh 0% and APEX1 inh 2%.
For O=C(NCCC(=O)N1CCN(c2ccccc2O)CC1)c1ccc(Br)cc1 the results were LDHA block 7, Glioma ERSR ind -2%, Pol iota inh -1%, POLK inh -8%, POLH inh 0% and APEX1 inh -11%.
For COc1ccc(NC(=S)N(Cc2cccnc2)Cc2ccco2)cc1 the results were Apoferritin bind -12%, LDHA block -4, Glioma ERSR ind -9%, Pol iota inh 82%[activator], POLK inh 13%, POLH inh -8%, Pol beta inh 0%, BLM inh -2% and APEX1 inh 2%.
Cn1c(NCCCCO)nc2c1c(=O)n(Cc1ccc(Cl)cc1)c(=O)n2C was read as Apoferritin bind -3%, LDHA block -1&-9, Glioma ERSR ind -3%, Pol iota inh 24%, POLK inh -4%, POLH inh -15%, Pol beta inh -15% and BLM inh -3%.
CN(CC(=O)Nc1ccc(Cl)cc1)C(=O)CCc1c[nH]c2ccccc12 was read as Apoferritin bind -6%, LDHA block -9, Glioma ERSR ind -3%, Pol iota inh 133%[activator], POLK inh -5%, POLH inh -16%, Pol beta inh 36%, BLM inh -4% and APEX1 inh 7%.
O=C(N/N=C/c1ccc2c(c1)OCO2)c1cc(-c2ccccc2)nc2ccccc12 was read as Apoferritin bind -17%, LDHA block -1, Glioma ERSR ind 0%, Pol iota inh -2%, POLK inh -18%, POLH inh -10%, Pol beta inh -1%, BLM inh -4% and APEX1 inh inconclusive.
`COc1cc(N=c2ssnc2Cl)c(OC)cc1Cl` gave Apoferritin bind inconclusive, LDHA block 4&12, Glioma ERSR ind inconclusive, Pol iota inh 20µM*, POLK inh 9%&-7%, POLH inh -15%&-10%, Pol beta inh 25%, BLM inh -2% and APEX1 inh -12%&12%.
Screening CC(C)n1nccc1N(Cc1ccc(Br)cc1)S(=O)(=O)c1ccccc1 returned Apoferritin bind -10%, LDHA block 2, Glioma ERSR ind 0%, Pol iota inh 73%[activator], POLK inh -5%, POLH inh -22%, Pol beta inh 0%, BLM inh -13% and APEX1 inh -13%.
